Screens (PubChem BioAssay)
Myeloid diff 2 – promotes myeloid progenitor differentiation | actives 1% (n = 360,000) | calls only at 10 µM | ER-HoxA9 myeloid progenitors, lysozyme-GFP differentiation, flow cytometry | AID 624256;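 active means normalized GFP-positive differentiation at or above the plate's own cutoff, the solvent-only control mean plus 3 SD; inconclusive means no clear call, values can overlap the other calls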;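 further: cells exposed to compound for four days before flow analysis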
K1F lysis inhibition – inhibition of K1F phage lysis, E. coli UTI89, bacterial capsule biogenesis inhibitors, alamar blue (AID 488966); E. coli UTI89 K1F phage lysis, alamar blue, 2 h; higher % means a stronger effect; inhibition, % at 100 µM; hits with a dose series show IC50 in µM; actives 0.02% (n = 340,000);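 active means phage lysis inhibition, versus mean bacterial control, above a set limit; inconclusive means no clear call, values can overlap the other calls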;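 further: capsule biogenesis inhibitors block K1F phage lysis so surviving cells raise fluorescence; higher fluorescence means more inhibition of phage lysis; actives were called in the ten point dose series up to 300 µM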
Lipid droplet – hepatic lipid droplet formation modulation; AID 1656; AML12 mouse hepatocytes, oleate lipid droplets, BODIPY imaging; actives 0.4% (n = 240,000); inhibition, % at 6.5 µM;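 active means lipid droplet intensity inhibited by at least 50%, with more than 500 cells counted; inconclusive means wells with under 300 cells, treated as cytotoxic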
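Technique: fluorescence imaging, 20x objective, two fields per well / Assay system: AML12 hepatocytes (mouse) / Measure: % inhibition of lipid droplet signal / Doses: 6.5 µM single-point dosing / Incubation: overnight exposure / Reagent: 100 µM oleic acid challenge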
Lipid droplet cells 6.5 µM – recorded beside Lipid droplet, whose call it bears; cell count; measured here: cell count, cytotoxicity flag;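 cells counted across two imaged fields per well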
Myeloid diff 2 GFP+ MAC1+ % – second read-out of Myeloid diff 2, no call of its own (marks repeat the call); GFP+ MAC1+ double positive, %; measured here: differentiation confirmed by MAC1 staining
The depositor's hits bear a star; i = inactive; ? = inconclusive; · = not tested or not shown; + = active, no number; [ ] = dose if it differs, or a comment.

SMILES | Myeloid diff 2 | Myeloid diff 2 GFP+ MAC1+ % | K1F lysis inhibition | Lipid droplet | Lipid droplet cells 6.5 µM
COc1ccc(/C=C(/NC(=O)c2cccs2)C(=O)NC(C)(C)C)cc1OC | i | 1.1 | 0.1% | 6 | 779
CC(NC(=O)/C(C#N)=C/c1ccc([N+](=O)[O-])o1)c1ccccc1 (stereo unspecified) | ? | · | -1.8% | 10 | 846
Cc1ccnc(NC(=O)CCC(=O)N(CC(=O)NCCc2ccccc2)c2ccc(F)cc2)c1 | i | 0.3 | 0.0% | -9 | 753
O=C(CN1C(=O)c2ccccc2C1=O)Oc1ccc(Cl)cc1 | i | 0.5 | 0.0% | -1 | 822
O=C(O)c1c(-c2ccccc2)oc2ccc(O)cc12 | i | 0.9 | -0.1% | -16 | 684
CCOC(=O)C1=C(CCc2ccccc2)NC(=O)NC1c1cccc([N+](=O)[O-])c1 (stereo unspecified) | i | 2.6 | -1.3% | -9 | 823
COCCNC(=O)Cn1nc(-c2ccccc2C)ccc1=O | i | 0.4 | 0.2% | 4 | 800
Cc1cccc(-n2nc3c(c2NC(=O)C(C)C)CSC3)c1 | i | 0.0 | 0.6% | -18 | 733
CCNC(=O)CC1C(=O)N(c2cccc(C)c2)C(=O)N1CCC(C)C (stereo unspecified) | i | 0.5 | -0.3% | -3 | 819
CC(=O)N1c2ccc(S(=O)(=O)N3CCCC(C(=O)Nc4cc(C)cc(C)c4)C3)cc2CC1C (stereo unspecified) | i | 4.3 | 0.5% | -15 | 765
Cc1ccccc1NC(=O)NNC(=O)COc1ccc2ccccc2c1 | i | 2.8 | -0.1% | 1 | 844
CCCOc1ccc(-c2c(=O)n(O)c3ccccc3[n+]2[O-])cc1 | i | 0.6 | -0.1% | -3 | 779
COc1ccc(N2CCN(C(=O)c3cccc(NC4=NC5CS(=O)(=O)CC5S4)c3)CC2)cc1 (stereo unspecified) | i | 0.0 | -0.2% | 3 | 693
COc1cc(NC(=O)c2cccnc2)c(Cl)cc1NC(=O)c1ccc(Cl)cc1 | i | 6.8 | 1.2%[50 µM] | -1 | 832
C[C@H](NC(=O)c1nc[nH]c1C(=O)N[C@@H](C)C(=O)OC(C)(C)C)C(=O)OCc1ccccc1 | i | 1.5 | 1.2% | -5 | 814

In another format: results already given
compound	Myeloid diff 2	Myeloid diff 2 GFP+ MAC1+ %	K1F lysis inhibition	Lipid droplet	Lipid droplet cells 6.5 µM
Cc1cccc(-n2nc3c(c2NC(=O)C(C)C)CSC3)c1	i	0.0	0.6%	-18	733
CCNC(=O)CC1C(=O)N(c2cccc(C)c2)C(=O)N1CCC(C)C (stereo unspecified)	i	0.5	-0.3%	-3	819
CC(=O)N1c2ccc(S(=O)(=O)N3CCCC(C(=O)Nc4cc(C)cc(C)c4)C3)cc2CC1C (stereo unspecified)	i	4.3	0.5%	-15	765
Cc1ccccc1NC(=O)NNC(=O)COc1ccc2ccccc2c1	i	2.8	-0.1%	1	844

Further entries
SMILES | Myeloid diff 2 | Myeloid diff 2 GFP+ MAC1+ % | K1F lysis inhibition | Lipid droplet | Lipid droplet cells 6.5 µM
CCCCOc1cccc(C(=O)Nc2ccc(S(=O)(=O)Nc3nnc(CC)s3)cc2)c1 | i | 0.6 | 0.0% | -1 | 796
CCN(CC(=O)Nc1cc(Cl)ccc1C)C(=O)COc1cccc2c1OC(C)(C)C2 | i | 2.2 | -0.1%[50 µM] | -2 | 809
C/C(=N\Nc1nncc2ccccc12)c1ccc(O)cc1 | i | 3.6 | -0.3% | -6 | 767
COc1ccc(N(CC(=O)NCCc2ccccc2)C(=O)c2csnn2)cc1 | i | 2.2 | -1.0% | -12 | 737
COc1ccc(COC(=O)c2ccc(S(=O)(=O)N3CCC(C)CC3)cc2)cc1 | i | 0.5 | 0.1% | -8 | 578
CCOC(=O)C1CCN(C(=O)c2ccc(OC3CCN(C(=O)CCOC)CC3)cc2)CC1 | i | 1.4 | 0.2% | 7 | 855
COc1ccc(/C=N/Nc2cc(N3CCOCC3)nc(C)n2)c(OC)c1 | i | 0.7 | 0.2% | 5 | 827
C=CCNC(=O)N1CCCC(C(=O)c2cccc(OC(C)C)c2)C1 (stereo unspecified) | i | 0.5 | 3.4% | -2 | 829
Cc1ccc(C)c(N2CCN(c3ccc([N+](=O)[O-])cn3)CC2)c1 | i | 0.2 | 0.9% | 17 | 803
COc1ccccc1CCN1CCCC(CN(C)Cc2ccc(OCCO)cc2)C1 (stereo unspecified) | i | 0.4 | 1.0% | -3 | 793
COc1ccc(C(=O)N/C(=C\c2cn(S(=O)(=O)N(C)C)c3ccccc23)C(=O)N2CCN(C)CC2)cc1 | i | 1.4 | 0.2% | -11 | 759
CS(=O)(=O)c1ccc(Cl)c(NC(=O)CSC(=S)N2CCCC2)c1 | i | 1.7 | 0.2%[50 µM] | -17 | 681
CCC(CO)NCc1ccc(OCC(O)c2ccccc2)c(OC)c1 (stereo unspecified) | i | 0.2 | 0.3% | -1 | 838
CCc1nnc(SCC(=O)NC2CC2)n1CC | ? | · | 0.4%[50 µM] | 0 | 805
CC(C)(C)C(=O)NC(=S)Nc1ccc(Cc2ccncc2)cc1 | i | 0.3 | 1.9% | -20 | 840
O=C1NC(c2ccc(Br)cc2)Oc2ccccc21 (stereo unspecified) | i | 0.1 | -1.1% | 0 | 873
CCCN(CCC)S(=O)(=O)c1ccc(C)cc1 | i | 4.1 | 4.2% | -12 | 755
CCn1c(Cc2ccccc2)nnc1SCC(=O)N1CCCC1=O | i | 0.9 | 0.1% | 9 | 849
COc1ccccc1NC(=O)OC(C)c1ccc(Cl)cc1 (stereo unspecified) | i | 1.5 | 0.2% | -17 | 760
CCOC(=O)N1CCN(S(=O)(=O)c2ccc(Br)cc2)CC1 | i | 0.6 | -2.6% | -2 | 889
COc1ccccc1CC(=O)N1CCC(CCC(=O)NC2CC2)CC1 | i | 1.2 | 0.1% | 8 | 691
CC1CC(C)CN(C(=O)COC(=O)Cc2ccc(Br)cc2)C1 (stereo unspecified) | i | 0.4 | -0.1% | 2 | 859
COc1ccc(CCNC(=S)Nc2ccc(S(=O)(=O)Nc3ncccn3)cc2)cc1OC | i | 1.6 | 0.4%[50 µM] | -8 | 818
O=C1NC(=O)c2cc(NC(=O)c3cccc4ccccc34)ccc21 | i | 2.0 | 0.3% | -9 | 719
O=C1CCC(C(=O)N2CCOCC2)CN1Cc1ccc(Cl)cc1 (stereo unspecified) | i | 1.0 | 1.3%[50 µM] | -10 | 794
COc1cc(NC(=O)c2ccc(Cl)cc2)c2ncccc2c1 | i | 0.4 | 0.7%[50 µM] | -5 | 851
CC1CN(S(=O)(=O)c2ccc(F)cc2)CN1C(=O)N1CCOCC1 (stereo unspecified) | i | 0.6 | 0.7% | -5 | 829
O=C(NCCc1ccccc1)c1ccc2c(c1)OCCCO2 | i | 1.2 | -0.7% | -5 | 758
Cc1ccc(-c2nc(CS(=O)(=O)CC(=O)N3CCOCC3)c(C)o2)cc1 | i | 0.9 | 0.2% | -9 | 738
CC(=O)c1cccc(OCc2cc(C(=O)N3CC4C[C@@H]5CC3C[C@H](C4)C5)no2)c1 | i | 0.6 | 0.1% | -3 | 734

In the list so far, 2 contain a furan ring, fused or not:
SMILES | Myeloid diff 2 | Myeloid diff 2 GFP+ MAC1+ % | K1F lysis inhibition | Lipid droplet | Lipid droplet cells 6.5 µM
CC(NC(=O)/C(C#N)=C/c1ccc([N+](=O)[O-])o1)c1ccccc1 (stereo unspecified) | ? | · | -1.8% | 10 | 846
O=C(O)c1c(-c2ccccc2)oc2ccc(O)cc12 | i | 0.9 | -0.1% | -16 | 684

(listing goes on)
SMILES | Myeloid diff 2 | Myeloid diff 2 GFP+ MAC1+ % | K1F lysis inhibition | Lipid droplet | Lipid droplet cells 6.5 µM
CCCc1cc(=O)oc2cc(OCC(=O)NCCCN3CCCC3=O)ccc12 | i | 7.3 | 0.0% | 4 | 695
CCCc1cc(=O)n2[nH]c(C)c(-c3ccc(Cl)cc3)c2n1 | i | 1.1 | 0.3% | -2 | 805
S=c1[nH]nc(COc2ccccc2)n1/N=C/c1cccc(Cl)c1Cl | i | 0.6 | -1.9%[50 µM] | -5 | 821
O=C(CSc1ccc([N+](=O)[O-])cn1)Nc1cc(C(F)(F)F)ccc1N1CCOCC1 | i | 1.7 | 1.4%[50 µM] | -22 | 594
Cc1nnc(SCC(=O)NNC(=O)c2ccc(Cl)cc2)s1 | i | 0.4 | -0.2% | -6 | 688
Cc1cccc(C)c1NC(=O)C1CCCN1S(=O)(=O)c1ccc(-c2ccc(=O)[nH]n2)s1 (stereo unspecified) | i | 0.9 | -0.4% | 0 | 744
CCOC(=O)C(Cc1ccccc1)(Cc1ccccc1)C(C)=O | i | 0.7 | -0.1% | -11 | 425
CSc1nsc(SCC(=O)Nc2ccccc2F)n1 | i | 0.3 | 0.1% | 3 | 851
O=C(N/N=C/c1ccccc1O)C1CC(=O)N(c2ccc(F)cc2)C1 (stereo unspecified) | i | 1.4 | -0.1% | 21 | 835
CCN1CCN(C(=O)CCc2nnc3ccc(N4CCN(c5cccc(OC)c5)CC4)nn23)CC1 | i | 0.2 | 0.2% | -1 | 797
O=[N+]([O-])c1cc([N+](=O)[O-])c(Oc2cc(F)ccc2F)cc1NN1CCCCC1 | i | 1.3 | 0.6% | 22 | 853
O=C(CSc1nc2ccccc2c(=O)n1-c1ccccc1)NCC1CCCO1 (stereo unspecified) | i | 0.2 | 0.7% | -4 | 817
COc1cccc2cc(C(=O)NCCc3ccccc3)c(=O)oc12 | i | 0.5 | 0.1% | 2 | 769
CC(=O)Nc1ccc(S(=O)(=O)N2CCC(C(=O)NCCc3ccc(Cl)cc3)CC2)cc1 | i | 0.6 | -0.4%[50 µM] | -17 | 801
Cc1nn(CC(=O)N2CCC(C(N)=O)CC2)c(=O)c2nn(-c3ccccc3)c(C)c12 | i | 1.9 | 0.4% | -26 | 666

As entered above:
For Lipid droplet cells 6.5 µM, Cc1cccc(C)c1NC(=O)C1CCCN1S(=O)(=O)c1ccc(-c2ccc(=O)[nH]n2)s1 (stereo unspecified) shows 744
For K1F lysis inhibition, CCN1CCN(C(=O)CCc2nnc3ccc(N4CCN(c5cccc(OC)c5)CC4)nn23)CC1 shows 0.2%

Following part.
SMILES | Myeloid diff 2 | Myeloid diff 2 GFP+ MAC1+ % | K1F lysis inhibition | Lipid droplet | Lipid droplet cells 6.5 µM
CN(C(=O)c1cccc(Cl)c1)C1CCCN(Cc2ccccc2F)C1 (stereo unspecified) | i | 0.5 | 0.1% | -9 | 797
Cc1cnc(=O)[nH]c1SCc1cccc([N+](=O)[O-])c1 | i | 0.0 | 0.5% | -12 | 777
CCC(=O)NN1CCc2cc3ccc(C)cc3nc21 | i | 0.3 | 0.2% | 11 | 813
Cc1noc(C)c1S(=O)(=O)N(CC(=O)NC1CCC(C)CC1)c1ccc(C(C)C)cc1 (stereo unspecified) | i | 1.0 | 0.2% | 19 | 773
CCOC(=O)N1CCN(S(=O)(=O)c2ccc(OC)c(Br)c2)CC1 | i | 0.3 | -0.1% | -5 | 787
COc1cc(/C=C/C(=O)O)cc(S(=O)(=O)Nc2ccc3c(c2)CCC3)c1OC | i | 0.9 | 0.0% | -7 | 806
COc1cc2[nH]c(C(=O)N(C)C3CCS(=O)(=O)C3)cc2c(OC)c1OC (stereo unspecified) | i | 1.9 | 1.6% | 7 | 718
COc1ccccc1C(=O)NNC(=O)c1cccc(O)c1 | i | 0.2 | -0.1% | -8 | 779
COc1ccc(N(CC(=O)N/N=C/c2ccc(C(=O)O)cc2)S(=O)(=O)c2ccc(NC(C)=O)cc2)cc1 | i | 0.5 | 0.2% | -24 | 755
CCOC(=O)C1CCN(C(=O)CCc2nnc3ccc(N4CCC(C)CC4)nn23)CC1 | i | 4.1 | 0.0% | 2 | 767
O=C(Nc1ccccc1N1CCCC1)c1ccc([N+](=O)[O-])o1 | + | 7.7* | -2.1%[50 µM] | 3 | 783
Cc1c(CC(=O)NCC(=O)NCC(=O)O)c(=O)oc2cc3c(cc12)CCC(C)(C)O3 | i | 0.3 | -0.3% | 10 | 821
NS(=O)(=O)c1ccc(CCNc2ccc(C(F)(F)F)cn2)cc1 | i | 0.2 | 0.2% | 14 | 805
Cc1cccc(NC(=O)CC2C(=O)NCCN2C(=O)Nc2ccc(Cl)cc2)c1 (stereo unspecified) | i | 1.1 | -0.2% | -4 | 720
C=CCNc1nc(C)c(CNc2c(C)cc(C)cc2C)nc1C#N | i | 0.3 | 0.1% | 0 | 787
CC(C)c1ccc(NC2CCCN(C(=O)c3cc(C(C)C)[nH]n3)C2)cc1 (stereo unspecified) | i | 1.9 | -0.1% | -1 | 664
Cc1ccc(C)c(OCc2cc(C(=O)N(C)Cc3nccn3C)no2)c1 | i | 1.2 | -0.1% | 10 | 585
CN(CC(=O)NCCCN1CCOCC1)S(=O)(=O)c1ccc(F)cc1 | i | 0.4 | 0.8% | -8 | 765

The list is partial, so the mix of outcomes need not match the whole.
